Cdc25B inh = inhibitors of human Cdc25B phosphatase. P30305. recombinant Cdc25B, OMFP fluorescence Ex485/Em525. inhibition, %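 (compounds tested at 10 µM final in the well)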. 65,000 tested, 0.1% active. AID 368; in the data active = inhibition above about 50%
Target sequence (P30305 whole entry, looked up): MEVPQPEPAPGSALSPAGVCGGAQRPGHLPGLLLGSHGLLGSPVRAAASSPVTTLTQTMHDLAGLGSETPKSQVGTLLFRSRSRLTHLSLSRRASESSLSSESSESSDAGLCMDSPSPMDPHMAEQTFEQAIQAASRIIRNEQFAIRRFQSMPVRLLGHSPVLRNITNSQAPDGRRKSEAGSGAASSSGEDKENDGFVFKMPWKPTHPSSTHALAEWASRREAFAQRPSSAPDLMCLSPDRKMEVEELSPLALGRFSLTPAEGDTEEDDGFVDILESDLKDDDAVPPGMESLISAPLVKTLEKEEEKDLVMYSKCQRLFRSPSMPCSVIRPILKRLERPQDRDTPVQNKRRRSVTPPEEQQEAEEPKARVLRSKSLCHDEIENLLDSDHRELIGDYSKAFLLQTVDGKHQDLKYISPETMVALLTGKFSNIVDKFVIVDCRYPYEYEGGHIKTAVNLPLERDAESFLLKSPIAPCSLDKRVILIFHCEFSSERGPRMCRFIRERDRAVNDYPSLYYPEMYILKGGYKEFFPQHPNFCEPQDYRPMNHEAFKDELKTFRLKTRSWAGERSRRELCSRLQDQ
MMP13 inh = blocks human MMP13 activity; inhibition, % at 4 µM; MMP-13 fTHP FRET cleavage, Mca fluorescence; P45452; 65,000 tested, 0.07% active;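 active = inhibition above the mean of compound-free control plate wells plus 3 SD, cut at about 14% in these data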;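 also: 0% = DMSO wells and 100% = wells with reference MMP-13 inhibitor after basal subtraction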
TNAP act mid DEA = activates human TNAP at intermediate phosphate acceptor concentration | purified TNAP, CDP-star luminescence, 100 mM DEA, 30 min; active compounds read high; scale: 0 levamisole-inhibited, 1 vehicle-only enzyme | activation factor at 20 µM | 64,000 tested, under 10 active | AID 813;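 active = activation factor of at least 2 at 20 µM, relative to controls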
MKP-1 inh = human dual specificity phosphatase 1 inhibition; P28562; recombinant MKP-1, OMFP hydrolysis fluorescence; inhibition, %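 (compounds tested at a single concentration somewhere between 10 and 100 µM)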; 65,000 tested, 0.15% active; AID 374;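 active = inhibition above about 50%, limit read from the data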;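 also: 0% = DMSO max control wells and 100% = wells with enzyme stopped by NaOH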
Jurkat viability = reduces viability or proliferation of Jurkat cells. 56,000 tested, 1.2% active. Jurkat E6.1 viability, ATP luminescence, 48 h. inhibition, % at 4 µM. AID 463;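 active = inhibition above the mean inhibition of all tested compounds plus 3 SD, cut at about 28% in these data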
PKA inh = inhibitors of human protein kinase A | PKA Kemptide phosphorylation, Kinase-Glo ATP luminescence | inhibition, % at 6 µM | 65,000 tested, 0.1% active | AID 524;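 active = inhibition above the screen-wide mean inhibition plus 3 SD, cut at about 21% in these data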; also: many of its hits are not listed in these tables
JNK3 inh = blocks human JNK3 kinase activity; P53779; purified JNK3 kinase activity, HTS; inhibition, % at 8 µM; 60,000 tested, 0.61% active; in the data active = inhibition above about 17%;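 also: 0% = DMSO and 100% = reference inhibitor; many of its hits are not listed in these tables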
Target sequence (P53779 whole entry, looked up): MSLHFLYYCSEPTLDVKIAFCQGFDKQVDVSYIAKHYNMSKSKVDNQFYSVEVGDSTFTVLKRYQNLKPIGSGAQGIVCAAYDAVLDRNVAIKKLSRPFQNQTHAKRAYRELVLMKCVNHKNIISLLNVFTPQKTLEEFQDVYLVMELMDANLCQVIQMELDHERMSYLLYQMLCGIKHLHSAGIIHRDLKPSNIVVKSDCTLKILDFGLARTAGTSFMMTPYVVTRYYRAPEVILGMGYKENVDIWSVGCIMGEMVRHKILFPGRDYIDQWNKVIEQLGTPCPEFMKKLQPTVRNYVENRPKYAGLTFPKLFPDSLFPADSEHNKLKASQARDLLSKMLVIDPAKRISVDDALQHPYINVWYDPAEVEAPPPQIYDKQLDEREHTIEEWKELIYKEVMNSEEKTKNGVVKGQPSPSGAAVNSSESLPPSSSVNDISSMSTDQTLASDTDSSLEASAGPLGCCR
ROCK2 blocker = inhibitors of human Rho kinase 2; purified ROCK2, Kinase-Glo ATP depletion luminescence; inhibition, % at 6 µM; 60,000 tested, 0.35% active; AID 604;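 active = inhibition above the screen-wide mean inhibition plus 3 SD, cut at about 18% in these data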;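 also: plate controls were DMSO wells for no effect and Y-27632 control wells after no-enzyme background subtraction for full effect; many of its hits are not listed in these tables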
HEK293 NFkB inh = lowers PMA/ionomycin-induced NF-kB signal in HEK293 cells; HEK-293 NF-kB luciferase reporter, luminescence; inhibition, % at 3 µM; 62,000 tested, 0.21% active; AID 465;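 active = inhibition above the mean of all tested compounds plus 3 SD, cut at about 40% in these data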;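 also: 0% = stimulated DMSO wells and 100% = 10 µM reference inhibitor 5653914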
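Timing: 1 h pretreatment, 16 h stimulation, 37 °C; system: HEK-293 cells with stable firefly luciferase reporter driven by four HIV NF-kB elements; doses: 3 µM once, 0.30% DMSO; measured by: luciferase luminescence; control set: DMSO and 10 µM reference inhibitor; repeats: single test; reagent: PMA plus ionomycin mix as NF-kB-activating stimulus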
The depositor's hits bear a star; . = no result given; [ ] = another dose, or the depositor's remark.

SMILES | Cdc25B inh | MMP13 inh | TNAP act mid DEA | MKP-1 inh | Jurkat viability | PKA inh | JNK3 inh | ROCK2 blocker | HEK293 NFkB inh
O=C(NCc1ccco1)c1nc(-c2ccccc2)n(-c2ccccc2)n1 | -17 | -3 | 0.8 | 4 | -6 | 12 | -3 | 7 | -1
COc1cccc(-c2nnc3sc(C4CCCCC4)nn23)c1 | 23 | 4 | 0.8 | -1 | . | 8 | 5 | 6 | .
Cc1ccnc(N2CCC(C(=O)NCc3ccc4c(c3)OCO4)CC2)n1 | -6 | -6 | 1 | -16 | . | 8 | . | . | 11
CCOC(=O)c1[nH]c(C)c(C(=O)Nc2ccccc2F)c1C | -3 | 6 | 0.9 | 36 | 89* | 9 | 0 | 7 | 4
Cc1noc(NS(=O)(=O)c2ccc(NC(=O)COc3ccccc3)cc2)c1C | -18 | -10 | 0.9 | -13 | . | 5 | 3 | 6 | .
O=C1c2ccccc2C(=O)N1Cc1nc2ccccc2c(=O)n1Cc1ccco1 | -18 | 1 | 0.9 | 6 | 3 | 8 | -4 | 3 | 17
O=C(NCCN1CCN(c2ccccc2)CC1)C1CCCN(S(=O)(=O)c2cnc[nH]2)C1 (configuration not stated) | -8 | -1 | 1 | -2 | 1 | 0 | 0 | 4 | 4
FC(F)(F)c1cc(-c2cccs2)nc(NCc2ccco2)n1 | -2 | -4 | 0.9 | 2 | . | 8 | . | . | 5
CCN1CCCC1CNC(=O)c1ccc2c(=O)n(CCOC)c(=O)[nH]c2c1 (configuration not stated) | -11 | -26 | 0.9 | 8 | . | 2 | . | . | -7
Nc1ccccc1S(=O)(=O)c1ccccc1N | 4 | 4 | 0.9 | 1 | -4 | 6 | 6 | 3 | -9
Cc1cc(C(=O)OCC(=O)c2c(N)n(C)c(=O)n(C)c2=O)c(C)n1-c1ccccc1 | -11 | 2 | 0.9 | 8 | 2 | -1 | -2 | 1 | 11
c1ccc(-c2nc3ccccc3nc2-c2ccccn2)nc1 | -8 | 3 | 0.9 | -9 | -8 | 12 | 1 | 6 | 18
Cc1cc(C)n2nc(SCc3cc(=O)n4c(C)cccc4n3)nc2n1 | -3 | 3 | 1 | 7 | . | 10 | . | . | 18
CCNc1nc2c(c(=O)[nH]c(=O)n2C)n1CC(C)C | -2 | 6 | 1 | -1 | 0 | 10 | -8 | 4 | -1
CCN(CCCNC(=O)CN1C(=O)COc2ccccc21)c1ccccc1 | 7 | 2 | 1 | 14 | . | 1 | . | . | 20
N#CCCN1CCN(S(=O)(=O)c2ccc(S(=O)(=O)NCc3ccccc3)cc2)CC1 | -7 | 3 | 1 | 9 | 0 | 12 | 1 | -2 | 6
Cc1cccc(-n2ncc3c(Nc4c(C)n(C)n(-c5ccccc5)c4=O)ncnc32)c1 | -4 | 4 | 1 | 35 | . | 10 | . | . | 27
O=c1[nH]c2ccccc2n1C1=CCCC1 | 1 | 2 | 0.8 | -10 | -3 | 4 | -1 | -4 | 15
Cc1nc2ccccc2n1-c1ccccc1 | -3 | 3 | 0.9 | 8 | 6 | 3 | 6 | 2 | 10
O=C(CN1C(=O)CCC1=O)Nc1ccc(S(=O)(=O)N2CCOCC2)cc1 | -6 | -6 | 1 | 21 | -6 | 11 | -7 | 4 | 9

Compound profiles (already shown). Order of screens: Cdc25B inh | MMP13 inh | TNAP act mid DEA | MKP-1 inh | Jurkat viability | PKA inh | JNK3 inh | ROCK2 blocker | HEK293 NFkB inh
N#CCCN1CCN(S(=O)(=O)c2ccc(S(=O)(=O)NCc3ccccc3)cc2)CC1 as listed: -7 | 3 | 1 | 9 | 0 | 12 | 1 | -2 | 6
COc1cccc(-c2nnc3sc(C4CCCCC4)nn23)c1 as listed: 23 | 4 | 0.8 | -1 | . | 8 | 5 | 6 | .
CCOC(=O)c1[nH]c(C)c(C(=O)Nc2ccccc2F)c1C as listed: -3 | 6 | 0.9 | 36 | 89* | 9 | 0 | 7 | 4
Cc1nc2ccccc2n1-c1ccccc1 as listed: -3 | 3 | 0.9 | 8 | 6 | 3 | 6 | 2 | 10
O=C1c2ccccc2C(=O)N1Cc1nc2ccccc2c(=O)n1Cc1ccco1 as listed: -18 | 1 | 0.9 | 6 | 3 | 8 | -4 | 3 | 17

Next part:
SMILES | Cdc25B inh | MMP13 inh | TNAP act mid DEA | MKP-1 inh | Jurkat viability | PKA inh | JNK3 inh | ROCK2 blocker | HEK293 NFkB inh
O=C(Nc1nnc(SCC(=O)N2CCCCC2)s1)C1CCCCC1 | 9 | -1 | 1 | 17 | -4 | 6 | 2 | 3 | 4
OC(Cn1cncn1)c1ccc(Cl)cc1Cl (configuration not stated) | 2 | -3 | 0.9 | -15 | 5 | -9 | -6 | -6 | 19
CC(C(=O)O)N1C(=O)CSc2ncccc21 (configuration not stated) | 10 | -2 | 1 | 1 | 1 | 6 | -1 | 1 | 10
COc1cc(NC(=O)C2CC(=O)NC3=C2C(=O)CC(C)(C)C3)c(OC)cc1Cl (configuration not stated) | 6 | -19 | 1 | 1 | -8 | 6 | -1 | 0 | 4
COc1ccc(-c2nnc3sc(-c4c(OC)cccc4OC)nn23)cc1 | 10 | -1 | 0.8 | -9 | . | 5 | 4 | 3 | .
CC(=O)Nc1ccc(S(=O)(=O)N2CCN(C(=O)CCC3CCCC3)CC2)cc1 | -11 | 4 | 1 | 1 | 16 | 5 | 0 | 8 | 17
CCCNS(=O)(=O)c1ccc(CCC(=O)NCC2CCCO2)cc1 (configuration not stated) | -10 | 2 | 0.9 | -1 | -5 | 7 | 1 | 6 | 8
CC1Cc2ccccc2N1C(=O)CCN1C(=O)C2C3C=CC(C3)C2C1=O (configuration not stated) | -1 | -3 | 1 | -22 | 3 | 0 | 1 | 2 | 14
COc1ccccc1NS(=O)(=O)c1ccc(C)c(C(N)=O)c1 | -13 | 4 | 0.8 | -7 | 8 | -7 | -8 | -1 | 23
COCCn1nnnc1CN(CCCN1CCOCC1)Cc1cc2c(C)ccc(C)c2[nH]c1=O | -17 | -2 | 0.8 | -7 | 2 | 10 | -4 | 6 | 10
CCOC(=O)c1cnc(-n2nc(C)cc2C)nc1-n1nc(C)cc1C | 2 | -1 | 0.9 | -16 | -1 | 5 | 4 | 7 | 5
COc1ccc2[nH]c(=O)c(CN(Cc3ccccc3OC)Cc3nnnn3CC3CCCO3)cc2c1 (configuration not stated) | -13 | -65[fluorescence artefact?] | 1 | 40 | 7 | 1 | 11 | 4 | 1
Cc1ccccc1NC(=O)CSc1nc2c(c(-c3ccco3)c1C#N)CCCC2 | -6 | 3 | 0.8 | 0 | 4 | -1 | -2 | 1 | -3
COc1ccc(C(CC(=O)O)NC(=O)COc2ccccc2OC)cc1OC (configuration not stated) | 3 | -2 | 0.8 | 4 | 1 | -5 | 1 | -4 | 2
CC(C)n1c(Nc2ccccc2)nc2ccccc21 | -14 | 2 | 0.9 | -5 | 1 | 11 | -11 | 7 | 5
Cc1ccc(-n2c(C)cc(C(=O)OCC(=O)N(CC(C)C)C3CCS(=O)(=O)C3)c2C)cc1 (configuration not stated) | 1 | -7 | 0.9 | 40 | -3 | 3 | 1 | 5 | 23
CSc1nc(N(CCO)CCO)c2sc3nc(-c4ccco4)c4c(c3c2n1)CCC4 | 13 | -11 | 0.9 | 28 | . | -2 | . | . | 12
COC(=O)COc1ccc(S(=O)(=O)N2CCN(c3ccccc3F)CC2)cc1 | -4 | 2 | 0.9 | 4 | -7 | 13 | -7 | 10 | 6
CCOc1ccc(Cn2c(SCCCCC#N)nc3c2c(=O)n(C)c(=O)n3C)cc1OCC | -10 | 0 | 1 | -10 | 8 | 8 | 1 | 2 | 20
Cc1ccc(N2CC(C(=O)Nc3ccc(S(=O)(=O)N4CCCC4)cc3)CC2=O)cc1 (configuration not stated) | -7 | 4 | 0.9 | 2 | -1 | 5 | 1 | -3 | 6
COc1cc2c(C(=O)NCc3ccc4c(c3)OCO4)cn(CC(C)C)c(=O)c2cc1OC | -1 | 1 | 0.9 | 24 | -5 | -3 | 4 | 4 | 4
CCOC(=O)N1CCN(Cc2nc(N)nc(Nc3ccc(Oc4ccccc4)cc3)n2)CC1 | -7 | 2 | 0.9 | 15 | 17 | 0 | 3 | 3 | 7
COCCn1c(SCC(=O)c2ccc(CNC(C)=O)o2)nc2ccccc2c1=O | -4 | 3 | 0.9 | 33 | -3 | 10 | -5 | 5 | 18
O=C(NCc1ccco1)C(Cc1ccccc1)NS(=O)(=O)c1cccc2nsnc12 (configuration not stated) | -5 | 5 | 1 | 0 | -2 | -3 | -1 | -1 | 21
COCCNC(=O)CS(=O)Cc1nc(-c2ccc(Cl)cc2)oc1C (configuration not stated) | -3 | -12 | 1 | 4 | -15 | 6 | 6 | 4 | 18
O=S(=O)(c1ccccc1)n1ccc2ccccc21 | -5 | 0 | 0.9 | -1 | -7 | 1 | 1 | 6 | 7
CCOC(=O)COc1ccc(S(=O)(=O)NCCC2=CCCCC2)cc1 | -13 | -6 | 1 | 0 | -2 | 9 | 0 | 8 | 5
Cc1nnn(C23CC4CC(CC(C4)C2)C3)n1 | -16 | -3 | 0.9 | 7 | -8 | 6 | 1 | 4 | 7
O=C(O)c1cnn2c1NC(c1cccs1)CC2C(F)(F)F (configuration not stated) | -12 | -2 | 1 | 2 | -9 | 10 | 2 | 9 | 0
CC(Oc1ccccc1Br)C(=O)N1CCc2ccccc21 (configuration not stated) | -7 | 0 | 0.9 | -3 | 5 | 11 | 9 | 6 | 4
CC(C)Cn1nc(NC(=O)C2CCCO2)c2cc3ccccc3nc21 (configuration not stated) | 4 | -20 | 1.1 | -8 | 7 | -12 | 1 | -8 | 19
Cc1ccccc1N1C(=O)c2ccccc2C1Nc1cccnc1 (configuration not stated) | -11 | 2 | 1 | 3 | 1 | 3 | 2 | -2 | -5
CC(=O)Nc1ccc(-c2nn[nH]n2)cc1Cl | 13 | 3 | 1 | 4 | 6 | 0 | -4 | 1 | 16
CC(=O)Nc1cc2c(cc1NC(=O)Cn1nc(-c3ccccc3F)ccc1=O)OCCO2 | 19 | 0 | 0.9 | 6 | 2 | 5 | -1 | 2 | 15

Of the compounds above, 3 contain a cyano group:
SMILES | Cdc25B inh | MMP13 inh | TNAP act mid DEA | MKP-1 inh | Jurkat viability | PKA inh | JNK3 inh | ROCK2 blocker | HEK293 NFkB inh
N#CCCN1CCN(S(=O)(=O)c2ccc(S(=O)(=O)NCc3ccccc3)cc2)CC1 | -7 | 3 | 1 | 9 | 0 | 12 | 1 | -2 | 6
Cc1ccccc1NC(=O)CSc1nc2c(c(-c3ccco3)c1C#N)CCCC2 | -6 | 3 | 0.8 | 0 | 4 | -1 | -2 | 1 | -3
CCOc1ccc(Cn2c(SCCCCC#N)nc3c2c(=O)n(C)c(=O)n3C)cc1OCC | -10 | 0 | 1 | -10 | 8 | 8 | 1 | 2 | 20

Screening results as filed in PubChem BioAssay.
